Mcl1-Noxa inh = Mcl-1/Noxa interaction inhibition; Q07820; TR-FRET Mcl-1/Noxa peptide binding, 2 h; inhibition, % at 21.7 µM; 220,000 compounds, 1.5% hits; AID 1022;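 active = compounds that cut the protein-peptide binding signal by more than 50% relative to plate controls in a single-dose test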;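 also: His-tagged Mcl-1 with rhodamine Noxa BH3 peptide and terbium anti-His antibody; 0% = Mcl-1 plus Noxa peptide wells and 100% = peptide-only wells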
Target sequence (Q07820 whole entry, looked up): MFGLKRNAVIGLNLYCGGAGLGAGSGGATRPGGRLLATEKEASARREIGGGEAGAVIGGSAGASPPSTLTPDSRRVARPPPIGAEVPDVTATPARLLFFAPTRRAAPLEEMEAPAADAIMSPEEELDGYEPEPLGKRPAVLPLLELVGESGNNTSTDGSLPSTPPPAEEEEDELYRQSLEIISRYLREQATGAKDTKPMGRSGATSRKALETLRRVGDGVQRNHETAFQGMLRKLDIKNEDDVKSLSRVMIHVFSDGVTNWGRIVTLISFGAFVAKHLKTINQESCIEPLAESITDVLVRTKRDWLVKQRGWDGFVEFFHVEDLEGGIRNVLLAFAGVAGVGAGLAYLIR
Cdc42 wt GTP = changes GTP binding to wildtype human Cdc42; GST-Cdc42 beads, Bodipy-GTP binding, flow cytometry; actives lie on both sides; percent activity (GTP binding), % at 10 µM; 190,000 compounds, 0.2% hits; AID 761;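 active = percent activity GTP binding at least 20 points away from the 100% baseline, either down as inhibitor or up as activator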;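 also: median bead fluorescence of bound Bodipy-FL-GTP at 100 nM; 0% = excess unlabeled GTP control and 100% = no compound control; below 100% means less GTP binding so inhibitor and above means activator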
Target sequence (P60953 whole entry, looked up): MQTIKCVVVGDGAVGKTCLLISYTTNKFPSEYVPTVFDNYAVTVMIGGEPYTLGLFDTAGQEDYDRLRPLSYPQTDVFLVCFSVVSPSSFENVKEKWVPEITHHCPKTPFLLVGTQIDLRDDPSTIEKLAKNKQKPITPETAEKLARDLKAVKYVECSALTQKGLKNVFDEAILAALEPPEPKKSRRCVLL
HRas wt GTP bind = modulators of GTP binding to human HRas wildtype. GST-Ras wt beads, Bodipy-FL-GTP binding, flow cytometry; actives lie on both sides. GTP binding activity, % at 10 µM. 190,000 compounds, 0.14% hits. AID 759;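 active = GTP binding activity at least 20% away from the 100% baseline, either lowered as inhibitor or raised as activator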;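 also: 0% = unlabeled GTP competition control and 100% = no-compound control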
Target sequence (P01112 whole entry, looked up): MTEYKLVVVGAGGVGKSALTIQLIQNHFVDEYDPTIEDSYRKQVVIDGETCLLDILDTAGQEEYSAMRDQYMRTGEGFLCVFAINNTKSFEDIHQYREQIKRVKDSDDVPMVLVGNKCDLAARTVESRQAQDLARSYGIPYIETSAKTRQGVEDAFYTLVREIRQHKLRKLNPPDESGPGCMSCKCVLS
Rab7 wt GTP bind = alters GTP binding to wildtype dog Rab7; AID 758; GTP binding activity (percent of control), % at 10 µM; GST-Rab7 beads, fluorescent GTP binding, flow cytometry; actives lie on both sides; untreated = 100%, excess cold GTP = 0%; 190,000 compounds, 0.055% hits;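 active = fluorescent GTP binding to Rab7 beads changed by at least 20 points from the 100% baseline, either direction, mostly lower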;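 also: median green fluorescence of bound Bodipy-FL-GTP per Rab7 bead population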
Avidin bead fluor = avidin bead compound fluorescence profile; 220,000 compounds, 0.38% hits; fluorescence (KMESF) at 10 µM; Avidin beads, compound fluorescence 488/530 nm, flow cytometry; stronger effect = higher value; in the data active = fluorescence above about 47; also: inactives centre near 10
Mcl-1 Bim block = inhibitors of Bim-Mcl-1 interaction, human | Bead-based flow cytometry, Bim peptide-Mcl-1 binding | AID 1009 | 190,000 compounds, 0.1% hits | inhibition, % at 10 µM; in the data active = inhibition above about 40%;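 also: 0% = no compound tracer wells and 100% = peptide blocker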
Rac1 act GTP bind = alters GTP binding to activated mutant human Rac1 | 190,000 compounds, 0.11% hits | percent activity (GTP binding), % at 10 µM | GST-Rac1 activated beads, fluorescent GTP binding, flow cytometry; actives lie on both sides; 100% means binding = to untreated wells;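 active = GTP binding at least 20 percentage points away from the 100% baseline, in either direction, so actives lie on both sides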
Rac1 wt GTP bind = modulators of human Rac1 wildtype GTP binding | AID 757 | GST-Rac1 beads, fluorescent GTP binding, flow cytometry; actives lie on both sides; 0 = cold GTP competed, 100 = untreated | P63000 | GTP binding activity (% of control), % at 10 µM | 190,000 compounds, 0.27% hits;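 active = GTP binding activity at least 20 points away from the 100% control level, either lower or higher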
Mcl1-Bid inh = disrupts binding of human Mcl-1 to Bid peptide; inhibition, % at 21.7 µM; 220,000 compounds, 0.97% hits; TR-FRET Mcl-1/Bid-Dy647 peptide binding, 1536-well;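 active = compounds that cut the binding signal by more than half at the single screening dose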;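 also: His-tagged Mcl-1 with europium anti-His antibody binding Bid BH3 peptide; 0% = Mcl-1 plus peptide wells and 100% = peptide-only wells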
Pf gametocyte = kills late stage P. falciparum gametocytes; P. falciparum stage V gametocytes, ATP luminescence, 24 h; inhibition, % at 10.9 µM; 150,000 compounds, 0.065% hits; AID 743093;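 active = inhibition above the mean plus 3 SD of compounds within the control limits, set per campaign, cut at about 38% in these data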;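 also: 0% = DMSO wells and 100% = medium only without gametocytes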
Rab2 wt GTP = changes GTP binding to wildtype dog Rab2A, up or down. 190,000 compounds, 0.19% hits. GTP binding activity, % at 10 µM. GST-Rab2 wt beads, Bodipy-GTP binding, flow cytometry;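 active = GTP binding activity at least 20 points away from 100%, either lowered or raised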;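 also: 0% = beads with excess unlabeled GTP and 100% = no-compound control corrected for plate trend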
Active calls of the source: *; . = not tested or not shown.

No.	SMILES	Mcl1-Noxa inh	Cdc42 wt GTP	HRas wt GTP bind	Rab7 wt GTP bind	Avidin bead fluor	Mcl-1 Bim block	Rac1 act GTP bind	Rac1 wt GTP bind	Mcl1-Bid inh	Pf gametocyte	Rab2 wt GTP
1	O=C(Cc1ccc([N+](=O)[O-])cc1)Nc1ccc2c(c1)OCO2	13	104	101	103	12	0	101	101	-13	6	102
2	CC1(C)Cc2c(c(-c3ccccc3)[nH]c(=O)c2C#N)CS1	9	99	99	99	12	0	99	97	-12	0	99
3	CCOC(=O)N1CCN(S(=O)(=O)c2ccc(C)c([N+](=O)[O-])c2)CC1	-6	98	93	92	7	-3	96	92	-5	-8	95
4	CC(C)c1ccccc1NC(=O)c1ccc(CN(c2ccccc2)S(=O)(=O)c2ccccc2)cc1	-3	98	102	101	15	-3	101	101	-19	.	100
5	COc1ccc(C(=O)C2CCCN(C(=O)CCc3ccccn3)C2)c(C)c1 (centres undefined)	12	96	99	105	12	-1	97	99	-33	8	98
6	O=C(NNC1=C(C(=O)C(F)(F)F)CCC1)c1cccnc1	18	93	94	94	10	0	92	95	-57	-16	93
7	c1cc(Nc2cccc3nccnc23)c2nccnc2c1	21	96	94	98	11	2	91	95	-16	-18	93
8	CCOCCCNC(=S)NCCCNc1nc2c(C)c(C)ccc2cc1C#N	20	95	95	100	10	-9	96	96	-46	.	94
9	CCN(CC)NC(=S)Nc1ccccc1	-4	99	98	101	11	-1	99	103	-36	.	97
10	O=C(CCc1ccc(S(=O)(=O)N2CCOCC2)cc1)N1CCCC1	-11	103	103	100	21	-2	98	104	-4	-4	101
11	CCCCOCC(O)CCc1n[nH]c(=S)n1-c1ccccc1 (centres undefined)	26	101	99	98	8	0	98	103	-25	0	96
12	C=CCn1c(COc2ccc(Cl)cc2)nnc1SCC(=O)N1CC(=O)Nc2ccccc21	-3	91	95	92	5	-3	92	99	-29	24	92
13	Cc1ccc(-c2nnn(CC(=O)N(c3ccccc3)C(C(=O)NC3CCCC3)c3ccco3)n2)o1 (centres undefined)	6	102	98	97	7	-3	96	100	-9	.	99
14	Cc1ccc2nc(SC(C)C(=O)N3CCCC3)[nH]c2c1 (centres undefined)	3	105	98	99	37	-6	98	102	3	9	98
15	Cc1csc2ncc(C(=O)NCc3ccccc3Cl)c(=O)n12	-13	101	101	98	27	-1	99	104	0	.	97

At a glance, seven of the compounds above:
No.	SMILES	Mcl1-Noxa inh	Cdc42 wt GTP	HRas wt GTP bind	Rab7 wt GTP bind	Avidin bead fluor	Mcl-1 Bim block	Rac1 act GTP bind	Rac1 wt GTP bind	Mcl1-Bid inh	Pf gametocyte	Rab2 wt GTP
1	O=C(Cc1ccc([N+](=O)[O-])cc1)Nc1ccc2c(c1)OCO2	13	104	101	103	12	0	101	101	-13	6	102
2	CC1(C)Cc2c(c(-c3ccccc3)[nH]c(=O)c2C#N)CS1	9	99	99	99	12	0	99	97	-12	0	99
3	CCOC(=O)N1CCN(S(=O)(=O)c2ccc(C)c([N+](=O)[O-])c2)CC1	-6	98	93	92	7	-3	96	92	-5	-8	95
4	CC(C)c1ccccc1NC(=O)c1ccc(CN(c2ccccc2)S(=O)(=O)c2ccccc2)cc1	-3	98	102	101	15	-3	101	101	-19	.	100
5	COc1ccc(C(=O)C2CCCN(C(=O)CCc3ccccn3)C2)c(C)c1 (centres undefined)	12	96	99	105	12	-1	97	99	-33	8	98
6	O=C(NNC1=C(C(=O)C(F)(F)F)CCC1)c1cccnc1	18	93	94	94	10	0	92	95	-57	-16	93
7	c1cc(Nc2cccc3nccnc23)c2nccnc2c1	21	96	94	98	11	2	91	95	-16	-18	93

Carrying on.
No.	SMILES	Mcl1-Noxa inh	Cdc42 wt GTP	HRas wt GTP bind	Rab7 wt GTP bind	Avidin bead fluor	Mcl-1 Bim block	Rac1 act GTP bind	Rac1 wt GTP bind	Mcl1-Bid inh	Pf gametocyte	Rab2 wt GTP
16	Cc1cccc2c1-c1sc(C(=O)N3CCc4ccccc4C3)cc1CO2	2	94	93	93	5	-2	95	101	-8	.	95
17	O=C(CCC(=O)OCC(F)(F)C(F)F)Nc1ccc(F)cc1F	15	100	99	97	12	-2	97	103	5	5	99
18	COc1cccc(-n2nnc3c(=O)n(CC(=O)Nc4ccc(C)cc4)cnc32)c1	1	99	101	117	9	0	97	103	-3	-3	104
19	COC(=O)c1ccc(NC(=S)NCCCN2CCCC2=O)cc1	-3	99	100	106	10	-3	100	105	-44	-25	103
20	Cc1nc2ccccc2nc1CN1CCC(CO)(CC2CCCCO2)CC1 (centres undefined)	-12	97	93	91	3	-2	94	93	-39	1	94
21	CC[n+]1ccc(C)c2cc(SC(F)(F)F)ccc21	-3	103	102	98	10	-1	102	106	-3	.	104
22	Cc1cc2ccccn2c1C(=O)c1cccc([N+](=O)[O-])c1	6	94	93	93	24	-3	95	99	-27	-1	94
23	C=CCC1C=CCC(CC=C)N1C(=O)c1ccccc1[N+](=O)[O-] (centres undefined)	-4	102	100	98	12	-1	101	105	-17	.	98
24	COc1ccc(NS(=O)(=O)c2ccc(N3CCCC3=O)cc2)cn1	45	89	95	104	16	0	95	95	-14	-20	95
25	CC1(C)C(CO)=CC(=O)C2=C1SCC(=O)N2	3	102	103	100	11	-4	97	102	6	-5	101
26	Cc1c(NC(=O)C(C)Oc2ncnc3ccccc23)c(=O)n(-c2ccccc2)n1C (centres undefined)	13	99	100	102	9	0	99	100	-12	.	101
27	CC(C)N(Cc1nc(-c2ccccc2)no1)C(=O)CCCN1C(=O)c2ccccc2C1=O	-3	97	99	100	21	-6	98	106	-16	.	100
28	Cc1ccc(OCC(=O)Nc2ccc(N3CCOCC3)cc2)c([N+](=O)[O-])n1	5	99	100	108	10	0	95	101	-28	-9	99
29	COc1ccc2c(c1)nc(SCC(=O)c1cccs1)n2C	14	98	98	96	9	1	96	99	-2	-16	96
30	Cc1noc(C)c1COC(=O)[C@H](C)NS(=O)(=O)c1ccc(Cl)c(Cl)c1	-11	96	95	98	6	1	94	99	-3	.	98

Next section, overlapping the part above by two compounds.
No.	SMILES	Mcl1-Noxa inh	Cdc42 wt GTP	HRas wt GTP bind	Rab7 wt GTP bind	Avidin bead fluor	Mcl-1 Bim block	Rac1 act GTP bind	Rac1 wt GTP bind	Mcl1-Bid inh	Pf gametocyte	Rab2 wt GTP
29	COc1ccc2c(c1)nc(SCC(=O)c1cccs1)n2C	14	98	98	96	9	1	96	99	-2	-16	96
30	Cc1noc(C)c1COC(=O)[C@H](C)NS(=O)(=O)c1ccc(Cl)c(Cl)c1	-11	96	95	98	6	1	94	99	-3	.	98
31	O=C(CN1CCC(NC(=O)Cc2ccccc2)CC1)Nc1cccc2ccccc12	-9	102	101	104	23	-3	99	105	-9	7	101
32	N#CC(C#N)=Cc1cc2ccccc2nc1N1CCCCC1	-4	92	99	101	11	1	97	98	-14	16	100
33	O=C(Oc1cccnc1)c1ccc([N+](=O)[O-])cc1	9	102	100	102	5	-1	100	105	-8	0	97
34	Cc1ccc(/C=N/NC(=O)CSc2nc3ccccc3c(=O)n2-c2ccccc2C)s1	12	99	98	98	10	-8	99	102	1	6	99
35	CSC1=C(C#N)C(c2ccc(C)cc2)C2=C(CCCC2=O)N1 (centres undefined)	-6	91	94	97	7	-2	92	93	-24	-1	93
36	Cc1cccc(NC(=O)c2cc(NC(=O)C3CCCCC3C(=O)O)ccc2N2CCCCC2)c1 (centres undefined)	19	100	98	95	33	-1	96	99	-7	-44	95
37	COc1ccc(NC(=O)CSc2nnnn2C)cc1	9	96	98	105	10	-8	95	98	-9	22	99
38	CNC(=O)c1ccsc1NC(=O)c1ccc(Cl)s1	20	98	98	96	7	-1	95	101	-9	.	98
39	Cc1cc(O)c(/C=N/Nc2ccc(Cl)cc2)c(=O)o1	8	103	101	97	9	-4	100	102	-55	15	99
40	Cc1[nH]c2ccccc2c1C(c1ccccn1)c1c(C)[nH]c2ccccc12	20	99	100	96	4	3	97	101	-21	.	99
41	Cc1ccccc1C(=O)NC1CCN(CC(=O)NCc2ccc(F)cc2)CC1	3	93	101	101	8	0	94	100	-11	.	102
42	CC(=O)N1CCc2cc(S(=O)(=O)NCCC(=O)NCCc3ccccc3)ccc21	-8	100	101	100	26	-4	100	105	-4	5	99
43	COC(=O)c1ccccc1C(=O)N1CCCC(CCC(=O)NCc2ccc(F)c(F)c2)C1 (centres undefined)	11	102	98	95	14	-1	98	103	6	15	96
44	CCN(CC(=O)Nc1ccc2c(c1)OCCO2)Cc1cc(=O)n2ccsc2n1	6	95	95	96	5	0	93	97	-24	.	95
45	CCN(CC)C1CCN(C(=O)CCc2nnc(CCCCc3ccccc3)o2)C1 (centres undefined)	6	100	101	106	9	0	96	105	-26	-9	100
46	CCC(NS(=O)(=O)c1ccc(C)cc1)C(=O)N1CCN(c2ccccn2)CC1 (centres undefined)	13	100	100	101	7	-1	100	103	-16	.	100
47	Cc1ccnc(NC(=O)c2ccc(Cl)c([N+](=O)[O-])c2)c1	-3	100	102	103	12	2	98	100	-2	-9	99
48	Cc1cc(S(=O)(=O)NC2CCCCC2)ccc1OCC(=O)NCC1CCCO1 (centres undefined)	8	96	95	98	13	-7	95	97	10	10	98

Screens as filed in PubChem.

Not a hit list (roughly 2.7% active in at least one column).
